# EPAC2 antag: qHTS for Antagonist of cAMP-regulated guanine nucleotide exchange factor 2 (EPAC2): primary screen; Potency, µM (series often up to 114 µM), inactives show at the highest dose activity, negative = inhibition, usual class: inhibitors; 360,000 compounds, 0.18% hits; EPAC2 GEF exchange of Rap1B-BODIPY-GDP, fluorescence; Rap guanine nucleotide exchange factor 4 (Homo sapiens), Q8WZA2; further: potency means the concentration at half of the fitted maximal effect; on the % scale 0 is the no-effect control and ±100 the full control effect; nearly all actives have a fitted effect of over 45% in size; many of its hits are not listed in these tables
# Target sequence (Q8WZA2 whole entry, looked up): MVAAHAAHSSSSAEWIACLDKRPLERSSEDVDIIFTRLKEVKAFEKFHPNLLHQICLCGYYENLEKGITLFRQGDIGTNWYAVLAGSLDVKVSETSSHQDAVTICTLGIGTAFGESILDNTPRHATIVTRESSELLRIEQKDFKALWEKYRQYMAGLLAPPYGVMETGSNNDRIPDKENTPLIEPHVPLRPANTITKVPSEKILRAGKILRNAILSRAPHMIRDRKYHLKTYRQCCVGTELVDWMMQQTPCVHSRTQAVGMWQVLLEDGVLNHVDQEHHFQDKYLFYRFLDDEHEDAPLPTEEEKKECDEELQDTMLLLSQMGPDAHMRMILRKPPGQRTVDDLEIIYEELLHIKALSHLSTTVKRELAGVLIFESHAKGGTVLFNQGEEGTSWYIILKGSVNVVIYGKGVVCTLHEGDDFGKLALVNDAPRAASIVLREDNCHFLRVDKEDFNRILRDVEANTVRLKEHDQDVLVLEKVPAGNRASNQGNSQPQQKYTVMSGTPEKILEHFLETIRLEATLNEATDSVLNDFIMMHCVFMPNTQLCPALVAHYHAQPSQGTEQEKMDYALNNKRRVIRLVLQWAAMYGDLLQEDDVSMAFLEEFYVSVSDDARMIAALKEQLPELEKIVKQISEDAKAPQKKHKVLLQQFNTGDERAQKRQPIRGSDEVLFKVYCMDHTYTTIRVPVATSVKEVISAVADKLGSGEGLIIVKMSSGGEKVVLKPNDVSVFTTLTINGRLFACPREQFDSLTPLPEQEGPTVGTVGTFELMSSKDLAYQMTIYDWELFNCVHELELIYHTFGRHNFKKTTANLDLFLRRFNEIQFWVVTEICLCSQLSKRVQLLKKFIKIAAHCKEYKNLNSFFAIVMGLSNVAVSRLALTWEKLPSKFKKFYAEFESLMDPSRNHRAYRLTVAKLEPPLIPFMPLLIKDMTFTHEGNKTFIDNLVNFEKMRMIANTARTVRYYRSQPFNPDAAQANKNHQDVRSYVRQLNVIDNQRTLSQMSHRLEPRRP
# TGFb SMAD3 inh: qHTS for Inhibitors of TGF-b. HepG2 CAGA-GFP TGF-b/SMAD3 reporter, GFP fluorescence, 18 h; TGF-beta stimulated, 500 pg/mL final. Potency, µM (series often up to 46.1 µM), inactives show at the highest dose activity, negative = inhibition, usual class: inhibitors. 410,000 compounds, 1.2% hits. AID 588855, 2011; further: potency means the concentration at half of the fitted maximal effect; on the % scale 0 is the no-effect control and ±100 the full control effect; nearly all actives have a fitted effect of over 65% in size
#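 HEPG2 CAGA-GFP, 1000 cells/well; 2 h settle, 37 C; cpd via pin tool; TGF-b 500 pg/mL final; 18 h, 37 C; GFP imaging ex488/em500-530; %Activity normalised to -TGF-b and +DMSO controls; CRC fit, curve class.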
# Nrf2 ARE act: qHTS of Nrf2 Activators. AREc32 ARE-luciferase reporter (MCF7-derived line), luminescence, 24 h. Potency, µM (highest dose often 46.1 µM), for inactives: at the highest dose activation, actives largely listed as activators. 410,000 compounds, 0.31% hits. AID 624171, 2012; further: potency means the concentration at half of the fitted maximal effect; % of control where 0% means no effect; nearly all actives have a fitted effect of over 65% in size
#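 AREc32 cells carrying an ARE-driven firefly luciferase, 1000 cells/well in OPTI-MEM with 5% FBS, dosed after overnight attachment and incubated 24 hr at 37 deg C. Steady-Glo luminescence read after 30 min at RT.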
# A549 viability: Nrf2 qHTS screen for inhibitors: counterscreen for cytotoxicity; 390,000 compounds, 0.16% hits; Potency, µM (doses to about 46 µM), for the others: top-dose activity change, negative = cytotoxicity, actives largely listed as inhibitors; AID 504648, 2011; A549 ARE-Fluc cells, CellTiter-Fluor viability, 18-24 h; further: potency means the concentration at half of the fitted maximal effect; on the % scale 0 is the no-effect control and ±100 the full control effect
#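 Cytotoxicity counterscreen: CellTiter-Fluor fluorescence was measured in A549 ARE_Fluc cells after 18-24 h of compound exposure in a concentration series. The subsequent BugLite luminescent read reports ARE-luciferase activity.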
# Mm-Cpn inhibitor: Inhibitors of TCP-1 ring complex (TRiC) of Methanococcus maripaludis (MmCpn): qHTS. Potency, µM (titrated, usually from 76.9 µM), inactives show at the top dose activity, negative = inhibition, usual class: inhibitors. AID 504842, 2011. 330,000 compounds, 0.031% hits. purified Mm-Cpn ATPase, ADP Transcreener TR-FRET; further: potency means the concentration at half of the fitted maximal effect; on the % scale 0 is the no-effect control and ±100 the full control effect; nearly all actives have a fitted effect of over 80% in size
#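 Measured: ADP formation by purified Mm-CPN. Conditions: 25 nM protein, 10 uM ATP, Tris pH 7.4 with Mg2+, K+ and DTT, 37°C for 30 min. Detection: Transcreener HTRF after 30 min at room temperature.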
# EPAC2 ag: qHTS for Agonist of cAMP-regulated guanine nucleotide exchange factor 4 (EPAC2): primary screen; Rap guanine nucleotide exchange factor 4 (Homo sapiens), Q8WZA2; EPAC2 activation, biochemical qHTS; response scale: 100% = 6.5 mM cAMP response; Potency, µM (series often up to 154 µM), inactives show at the top dose activation, actives largely listed as activators; 360,000 compounds, 0.079% hits; AID 720711, 2013; further: potency means the concentration at half of the fitted maximal effect; nearly all actives have a fitted effect of over 50% in size
#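 qHTS, titration series. 100 nM EPAC2 / 250 nM Rap1B-BODIPY-GDP / 50 uM GDP; RT; ex 480/em 540 nm, 5-min reads to 30 min. Norm. to 6.5 mM cAMP = activation.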
# pAkt inh: HTS Assay for Inhibitors of Akt Phophorylation: Primary Screen; Neuro2A IGF-stimulated pAkt S473 HTRF, 20 min; active compounds read low; activity change, % for hits at 50 µM; 360,000 compounds, 0.32% hits; in the data active means activity change below about -80%; inconclusive means mostly about -51% to -80%; further: on the % scale 0 is the no-effect control and ±100 the full control effect
#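 Neuro2A cells (4,500/well, DMEM with 0.5% FBS) were treated with compound at a single 50 µM final concentration, stimulated with 6 nM IGF for 20 min at 37 °C, and lysed. Phospho-Akt Ser473 was read by HTRF as 665/615 ratio ×10^4.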
# CCT chaperon mod: High-Throughput Screening for Modulators of Cytosolic Chaperonin Activity. activity change, % (no concentration beside the values), hits read low. purified chaperonin ATPase assay, HTRF ADP detection, 30 min. 360,000 compounds, 0.3% hits. AID 651819, 2012; in the data active means activity change below about -30%; further: on the % scale 0 is the no-effect control and ±100 the full control effect
#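 We incubate TRiC, 40 or 20 nM final, with library compounds at 76 uM and 10 uM ATP for 30 min at 37 °C. ADP formed is detected with Transcreener HTRF reagents after 30 min at room temperature.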
# Nrf2 inh: Nrf2 qHTS screen for inhibitors; A549 ARE-Fluc reporter, luciferase luminescence, 18-24 h; 360,000 compounds, 2.1% hits; Potency, µM (highest dose often 46 µM), without a hit: at the top dose activity change, negative = inhibition, hits mostly inhibitors; further: potency means the concentration at half of the fitted maximal effect; on the % scale 0 is the no-effect control and ±100 the full control effect; nearly all actives have a fitted effect of over 60% in size
#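 Cells were seeded and rested 2 h, then exposed to compounds for 18-24 h. CellTiter-Fluor was read first as a viability measure. BugLite was added 15 min before the final luminescent read of ARE-luciferase activity in A549 cells.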
# An asterisk follows results filed as active; i = inactive; u = inconclusive; x = no result given. Unless noted, the call rests on the fitted dose curve; in most records, active means well fitted curve in the direction sought with a large enough effect; inconclusive means small, poorly fitted or top-dose-only effect, or another doubt; inactive means no such curve, though single readings can be large; an effect the other way counts as inactive or inconclusive. An excerpt, so the mix of outcomes need not match the whole.
mol,TGFb SMAD3 inh,EPAC2 ag,Mm-Cpn inhibitor,A549 viability,Nrf2 ARE act,Nrf2 inh,EPAC2 antag,pAkt inh,CCT chaperon mod
CC(C)Cn1c(=O)c(CCC(=O)Nc2ccc(N3CCOCC3)cc2)nc2cc(Cl)ccc21,2%,-4%,-2%,-5%,0.1%,-13%,8%,i,0.7
O=C(NCCNC(=O)c1ccccc1[N+](=O)[O-])c1ccccc1[N+](=O)[O-],26%,9%,x,9%,1.6%,8%,-7%,i,2.2
COc1ccc(CC(=O)NCc2nn(-c3ccccc3)nc2C)cc1OC,-18%,10%,-2%,12%,-0.9%,-7%,1%,i,-1.7
CCOC(=O)CSc1nc2sccc2c(=O)[nH]1,8%,-5%,1%,1%,-0.7%,6%,10%,i,-5.1
CCS(=O)(=O)Nc1cc(-c2nc3cccnc3s2)ccc1C,-1%,4%,-9%,-5%,7.8%,u,-2%,i,-0.3
COc1ccc(NC(=O)C2(C)Cc3c(-c4ccc5c(c4)OCO5)ccnc3O2)cc1 (configuration not stated),u,14%,x,x,-0.2%,x,-2%,i,0.4
O=C(NCc1ccncc1)C1=NN(c2ccccc2)C(=O)CC1,-10%,6%,-4%,0%,0.4%,4%,3%,i,-0.5
C=CCn1c(SCC(=O)NC(=O)c2cccn2C)nc2ccccc2c1=O,-15%,11%,-2%,5%,1.1%,6%,0%,i,-3.1
CC1=C(C(=O)N2CCOCC2)CC(CC(=O)NCc2ccco2)C(=O)N1Cc1ccc(C(C)(C)C)cc1 (configuration not stated),-11%,-5%,x,x,2.5%,x,0%,i,2.5
CCn1c(=N)c(C(=O)NC2CCCC2)cc2c(=O)n3ccccc3nc21,9%,x,x,4%,0.6%,11%,x,x,x
N#CCC(=O)Nc1ncc(Cc2ccccc2Cl)s1,-27%,2%,-5%,1%,3.7%,3%,1%,i,-0.8
COC(=O)c1c(NC(=O)c2ccoc2C)sc2c1CCC2,-2%,1%,-2%,0%,3.7%,21%,1%,i,-0.1
Cc1cc(C)c(S(=O)(=O)NCC2CCC(C(=O)NCc3ccc4c(c3)OCO4)CC2)c(C)c1 (configuration not stated),-18%,-16%,1%,-1%,0.7%,7%,11%,i,2.8
CC(C)NC(=S)NNc1ncnc2sc3c(c12)CC(C)(C)OC3,-17%,4%,x,-12%,-0.1%,-13%,4%,i,-0.6
COc1cccc(/C=C2\SC(=S)N(N3C(=O)CCCC3=O)C2=O)c1,8%,9%,0%,3%,7.6%,1%,-8%,i,-3.4
Cc1c(C(=O)C(=O)NCc2cccs2)c2ccccc2n1C,-7%,9%,-1%,2%,4.2%,-8%,7%,i,-12
COc1cccc(Cn2nc(SC)c(S(=O)(=O)c3ccccc3)c2N(C(C)=O)C(C)=O)c1,u,x,x,-5%,-1.0%,-15%,x,x,x
Cn1c(N)c(C(=O)CSc2nnc(N)s2)c(=O)n(C)c1=O,12%,21%,0%,-14%,-0.4%,-25%,-4%,i,-0.4
CCCCOCCO,1%,-2%,x,2%,-0.2%,7%,1%,i,1.3
O=C(CCNC(=O)c1ccc(Br)cc1)NCc1cccnc1,2%,-4%,-1%,-1%,0.4%,-5%,-7%,i,0.5
Cc1ccc(C)n1-c1nnc(N2CCC(C(=O)NCCCN3CCN(C)CC3)CC2)s1,0%,15%,-3%,5%,12%,3%,-1%,i,-1.4
CCOc1ccc(C(=O)OCc2cc(=O)n3nc(C(C)C)sc3n2)cc1,u,x,x,-1%,3.4%,u,x,x,x
S=C1SC2(CCCCCC2)NC2=C1CCCCC2,-23%,8%,x,x,0.1%,x,-8%,i,-1.0
Cc1ccc(/C=N/N2CCN(Cc3ccccc3)CC2)o1,u,14%,1%,-11%,11%,4%,-2%,i,-2.4
CC(=O)c1ccc(N2CCN(C(=O)CCN3C(=S)NC(C)(C)CC3C)CC2)cc1 (configuration not stated),7%,1%,1%,-3%,3.3%,4%,2%,i,-6.4
O=C(NCc1ccc2c(c1)OCO2)C1CCCN1C(=O)Nc1ccc(F)cc1 (configuration not stated),-6%,3%,1%,18%,0.8%,8%,13%,i,0.2
O=C(CN1CCCCC1)N/N=C/c1ccc(Cl)cc1Cl,-6%,7%,-1%,-1%,0.3%,9%,9%,i,-1.3
O=C(/C=C/c1ccccc1)Nc1ccc(CN2CCOCC2)cc1,-5%,5%,2%,3%,7.2%,-27%,-12%,i,-0.6
CCOc1ccc(CC(=O)Nc2c(C(=O)c3ccccc3)oc3ccc(OC)cc23)cc1OCC,-1%,x,x,-4%,-1.1%,16%,x,x,x
CC(O)CNCCCOc1ccc(Cl)cc1C(C)(C)C (configuration not stated),u,6%,1%,9%,0.3%,6%,1%,i,-0.1
O=C(Nc1ccc(Cl)cc1)c1ccc(-n2cccn2)c([N+](=O)[O-])c1,-4%,16%,-2%,u,0.4%,u,-3%,i,-0.5
C=C1c2cc(C)ccc2NC(=O)N1c1ccc(C)cc1,2%,16%,0%,-1%,2.2%,1%,-3%,i,-3.2
COCCCNC(=O)CCn1c(=O)c2ccccc2n(CC(=O)NCCc2ccc(OC)c(OC)c2)c1=O,-17%,12%,0%,0%,1.0%,4%,1%,i,-1.6
CCOc1ccc(NC(=S)N2CCN(c3ccc(N4CCOCC4)nn3)CC2)cc1,-2%,8%,1%,-1%,-0.3%,17%,1%,i,0.7
CCN(CC)C(=O)C1CCCN(Cc2ccc(N(C)C)cc2)C1 (configuration not stated),3%,4%,-21%,16%,-0.6%,26%,21%,i,-0.3
CC(=O)c1c(C)n(-c2ccc(C)cc2)c2ccc(O)cc12,-10%,11%,1%,4%,-0.2%,-4%,16%,i,-47*
CC1CCc2nc(NC(=O)c3ccc(N4C(=O)CCC4=O)cc3)sc2C1 (configuration not stated),0%,-7%,1%,0%,2.8%,8%,1%,i,-6.0
CCCCC1S/C(=N/N=C/c2ccco2)NC1=O (configuration not stated),-1%,7%,1%,14%,u,26%,17%,i,-42*
Cc1ccc(-c2nn(CC(=O)NC(C)c3ccccc3)c(=O)c3ccccc23)cc1 (configuration not stated),1%,-6%,-2%,1%,-0.5%,u,-2%,i,-3.6
CC(=O)c1ccc(N2CCN(C(=O)Nc3ccc(Cl)cc3)CC2)cc1,-25%,1%,-9%,-7%,4.0%,16µM*,-2%,i,0.9
CN(CCc1ccccc1)C(=O)c1cccc(NC(=O)Cc2cccc(NC(=O)C3CCCN(C(=O)C4CCC4)C3)c2)c1 (configuration not stated),-6%,12%,x,9%,4.7%,u,-13%,i,-0.3
COCCNC(=O)C1CC(c2ccc([N+](=O)[O-])cc2)=NO1 (configuration not stated),-2%,10%,-4%,1%,0.1%,7%,6%,i,-0.1
O=C(Nc1ccccc1)Nc1ccc(C(=O)N2CCOCC2)cc1,2%,8%,-1%,-3%,0.4%,15%,0%,i,-1.3
COc1ccc(CN2C(=O)c3cccnc3C2=O)cc1S(=O)(=O)N(C)c1cccc(C)c1,6%,14%,3%,-18%,-1.3%,8%,-2%,i,-2.5
COc1cc(/C=C2/C(=N)N3N=C(CC(=O)N4CCOCC4)SC3=NC2=O)ccc1OCc1ccccc1F,19%,-2%,-1%,-7%,0.5%,8%,6%,i,-1.4
CCCOc1ccccc1N1C(=O)CC(N(O)c2ccccc2)C1=O (configuration not stated),23%,11%,-3%,2%,13%,-17%,2%,i,-0.6
CCN(CCNC(=O)C1CCN(S(=O)(=O)c2c(C)noc2C)CC1)c1ccccc1,-2%,12%,-2%,1%,-0.1%,-6%,0%,i,-2.7
COc1cc(NC(=O)c2ccco2)ccc1NC(=O)c1ccccc1Cl,0%,-1%,-1%,6%,0.2%,-25%,0%,i,0.6
O=C(Nc1cccc(NC(=O)c2ccco2)c1)c1ccc2c(c1)OCCO2,-6%,10%,2%,0%,9.0%,u,-9%,i,-2.3
CCOC(=O)N1CCC(NC(=O)c2cc3sccc3n2CC)CC1,5%,3%,1%,u,-0.5%,u,-10%,i,-1.2
CCCN(CC1CC1)C(=S)NC(=O)c1ccccc1C,-1%,7%,x,x,-0.9%,x,-7%,i,0.6
Cc1csc(NC(=O)CSc2nnc(Cc3cccn3C)n2-c2ccc(F)cc2)n1,-1%,-5%,1%,-3%,-0.4%,6%,5%,i,-1.0

# Three entries out of the list above, arranged by the number in EPAC2 antag, ascending:
Structure	EPAC2 ag	Mm-Cpn inhibitor	Nrf2 ARE act	EPAC2 antag	pAkt inh	CCT chaperon mod
CCN(CCNC(=O)C1CCN(S(=O)(=O)c2c(C)noc2C)CC1)c1ccccc1	12%	-2%	-0.1%	0%	i	-2.7
Cc1csc(NC(=O)CSc2nnc(Cc3cccn3C)n2-c2ccc(F)cc2)n1	-5%	1%	-0.4%	5%	i	-1.0
COCCNC(=O)C1CC(c2ccc([N+](=O)[O-])cc2)=NO1 (configuration not stated)	10%	-4%	0.1%	6%	i	-0.1

# High-throughput results from PubChem BioAssay.
